Compound activity as filed in PubChem.
OX1R antag-1: antagonists of human orexin 1 receptor (OX1R) | OX1R-expressing cells, FRET antagonist read-out | inhibition, % at 6.6 µM | hit rate 1.8% among 330,000 | AID 485270, 2010; in the data active means inhibition mostly above about 38%, no sharp cut-off; inactive means mostly below about 40%;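 further: 0% = agonist challenge alone and 100% = reference antagonist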
Target sequence (O43613 whole entry, looked up): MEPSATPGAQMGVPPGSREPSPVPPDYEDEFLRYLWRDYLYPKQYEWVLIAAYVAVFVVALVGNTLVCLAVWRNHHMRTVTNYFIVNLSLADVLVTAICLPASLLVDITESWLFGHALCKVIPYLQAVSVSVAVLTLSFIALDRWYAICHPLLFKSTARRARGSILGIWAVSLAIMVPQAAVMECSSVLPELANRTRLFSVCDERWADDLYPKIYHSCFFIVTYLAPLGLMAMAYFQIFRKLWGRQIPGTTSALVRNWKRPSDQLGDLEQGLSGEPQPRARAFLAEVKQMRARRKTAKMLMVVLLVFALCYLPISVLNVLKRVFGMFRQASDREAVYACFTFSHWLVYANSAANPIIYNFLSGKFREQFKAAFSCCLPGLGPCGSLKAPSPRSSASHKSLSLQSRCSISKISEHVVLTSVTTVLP
OX1R antag-2: OX1R (HCRTR1) antagonists, primary screen, fluorescence, CHO/OX1R cells, Fluo-8 calcium, orexin A. inhibition, % at 5 µM. Fluo-8 calcium fluorescence. hit rate 0.43% among 330,000. AID 434989, 2010;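 active means inhibition above its plate's threshold, mean inhibition of all tested compounds on the plate plus 3 SD, cut at about 37% in these data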;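 further: 0% = orexin A challenge wells and 100% = SB-334867-A antagonist wells; not every result past the cut was called active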
STK33 inh: inhibitors of purified STK33 kinase, primary screen, biochemical, ADP-Glo luminescence, homogeneous, cell-free; Serine/threonine-protein kinase 33 (Homo sapiens), Q9BYT3; MBP phosphorylation; inhibition, % at 10 µM; hit rate 0.073% among 320,000; AID 2661, 2010;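 active means inhibition at or above 25%, using the most active replicate where run in duplicate; inactive means inhibition below 25%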
Target sequence (Q9BYT3 whole entry, looked up): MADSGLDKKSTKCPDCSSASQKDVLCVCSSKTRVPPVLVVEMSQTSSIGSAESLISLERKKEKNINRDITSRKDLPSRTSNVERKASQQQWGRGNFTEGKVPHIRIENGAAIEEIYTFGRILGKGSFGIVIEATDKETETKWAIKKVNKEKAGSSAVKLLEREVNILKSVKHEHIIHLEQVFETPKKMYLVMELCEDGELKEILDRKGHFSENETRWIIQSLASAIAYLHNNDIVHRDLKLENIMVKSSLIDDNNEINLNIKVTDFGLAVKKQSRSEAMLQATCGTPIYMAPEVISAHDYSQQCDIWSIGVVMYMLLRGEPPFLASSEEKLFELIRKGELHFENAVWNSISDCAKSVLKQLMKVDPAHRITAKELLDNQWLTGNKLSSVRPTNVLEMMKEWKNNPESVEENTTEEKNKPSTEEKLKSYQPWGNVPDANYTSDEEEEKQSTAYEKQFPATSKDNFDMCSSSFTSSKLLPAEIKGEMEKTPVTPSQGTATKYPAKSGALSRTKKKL
* marks the source's active call; other numbers are inactive results; / = not tested or not shown.

SMILES | OX1R antag-1 | OX1R antag-2 | STK33 inh
CN(C)CCNc1c(N)c(=O)oc2ccccc12 | 19.0 | -8.9 | -0.5
COc1ccc2[nH]c(=O)c(CN(C(C)=O)c3ccc(C)c(C)c3)cc2c1 | 11.2 | 28.3 | -0.6
CC(Sc1nnc2ccccn12)C(=O)Nc1ccc(N2CCOCC2)cc1 (stereo not drawn) | 8.4 | 0.4 | 0.7
CCOC(=O)[C@H]1[C@H]2COc3ccc(OC)cc3[C@@H]2N2C(=O)CN(C)C(=O)[C@@]12C | 8.4 | -9.4 | -0.9
COc1cccc2sc(N(CCCN(C)C)C(=O)COc3ccc(Cl)cc3)nc12 | 16.7 | -10.3 | -1.0
COCCNc1nc(=S)[nH]c2cc(OC)c(OC)cc12 | 2.9 | -19.1 | 0.7
CCc1ccc2ncc(S(=O)(=O)c3ccc(C)c(C)c3)c(N3CCCC3)c2c1 | 24.2 | -30.5 | -0.5
CC(C)(C)c1ccc(OCCOc2ccc(C(C)(C)C)cc2NC=O)c(NC=O)c1 | 29.1 | 41.3* | -0.6
CCCCOC(=O)C1=C(C)Nc2ncnn2C1c1cc(OC)c(OC)cc1OC (stereo not drawn) | 14.3 | -15.0 | 0.2
COc1ccccc1OCCCC(=O)Nc1ccc([N+](=O)[O-])cc1Br | 19.3 | -33.4 | 3.9
O=C(c1cnn2c(C(F)(F)F)cc(-c3ccco3)nc12)N1CCCc2ccccc21 | 0.9 | -10.0 | -0.4
Cc1ccc2cc(C#N)c(SCc3nnc(-c4ccccc4[N+](=O)[O-])o3)nc2c1 | -1.3 | -8.8 | -1.2
O=C1COc2ccc(C(=O)COC(=O)c3ccc(S(=O)(=O)C(F)F)cc3)cc2N1 | 12.1 | -15.1 | -0.5
O=C(NCC1CCCO1)c1ccc2c(c1)C(=O)N(C1CCCCC1)C2=O (stereo not drawn) | 28.3 | -25.5 | -1.9
CCC(=O)Nc1ccc2c(c1)nc(CCN1CCN(c3ccccc3)CC1)n2C | 2.6 | -22.6 | -1.6
COc1ccc2nc(NCc3cccnc3)sc2c1 | 23.4 | -11.7 | 0.7
COc1cc(OC)c(C2=Nc3ccc(Br)cc3C(c3ccccc3)N2CC(=O)NN)cc1OC (stereo not drawn) | 1.5 | -30.5 | 0.5
O=C(CCNS(=O)(=O)c1cccs1)NCc1ccccc1 | 3.5 | -6.9 | -0.1
O=C(CN(C(=O)CNC(=O)c1cccs1)c1ccc(F)cc1)NC1CCCC1 | 4.4 | -23.6 | -0.6
CCc1ccc(/C=C2/SC(=S)N(CCC(=O)NCCCN3CCOCC3)C2=O)cc1 | 12.1 | -34.6 | -0.9
CC1(C)Oc2ccc(/C=C/C(=O)N3CCOCC3)c(O)c2C(N2CCOCC2)C1O (stereo not drawn) | 14.7 | 0.0 | -1.3
O=c1cc2c(nn1Cc1ccc(Cl)cc1)-c1ccccc1CC2 | 19.0 | -17.5 | -1.2
Cc1ccc(N2C(=O)CN(Cc3ccccc3)C2=S)cc1C | -0.6 | -27.7 | -1.3
C=CC(COCc1ccccc1)N(C(=O)OC(C)(C)C)S(=O)(=O)c1ccccc1Br (stereo not drawn) | 38.4 | -7.3 | 0.3
C/C=C\C(=O)Nc1cccc(C2=NOC3(C2)C[C@@H](C(N)=O)N(C(=O)c2ccccc2)C3)c1 (stereo partly drawn) | 8.2 | -5.1 | 0.9

A second format for some results above:
| Molecule | OX1R antag-1 | OX1R antag-2 | STK33 inh |
| --- | --- | --- | --- |
| O=C(NCC1CCCO1)c1ccc2c(c1)C(=O)N(C1CCCCC1)C2=O (stereo not drawn) | 28.3 | -25.5 | -1.9 |
| Cc1ccc(N2C(=O)CN(Cc3ccccc3)C2=S)cc1C | -0.6 | -27.7 | -1.3 |
| CC(C)(C)c1ccc(OCCOc2ccc(C(C)(C)C)cc2NC=O)c(NC=O)c1 | 29.1 | 41.3* | -0.6 |

Six of the compounds above, with the structure last:
OX1R antag-1 | OX1R antag-2 | STK33 inh | SMILES
0.9 | -10.0 | -0.4 | O=C(c1cnn2c(C(F)(F)F)cc(-c3ccco3)nc12)N1CCCc2ccccc21
29.1 | 41.3* | -0.6 | CC(C)(C)c1ccc(OCCOc2ccc(C(C)(C)C)cc2NC=O)c(NC=O)c1
14.7 | 0.0 | -1.3 | CC1(C)Oc2ccc(/C=C/C(=O)N3CCOCC3)c(O)c2C(N2CCOCC2)C1O (stereo not drawn)
23.4 | -11.7 | 0.7 | COc1ccc2nc(NCc3cccnc3)sc2c1
28.3 | -25.5 | -1.9 | O=C(NCC1CCCO1)c1ccc2c(c1)C(=O)N(C1CCCCC1)C2=O (stereo not drawn)
2.6 | -22.6 | -1.6 | CCC(=O)Nc1ccc2c(c1)nc(CCN1CCN(c3ccccc3)CC1)n2C

Returning to the listing, repeating the 3 entries before the break.
SMILES | OX1R antag-1 | OX1R antag-2 | STK33 inh
Cc1ccc(N2C(=O)CN(Cc3ccccc3)C2=S)cc1C | -0.6 | -27.7 | -1.3
C=CC(COCc1ccccc1)N(C(=O)OC(C)(C)C)S(=O)(=O)c1ccccc1Br (stereo not drawn) | 38.4 | -7.3 | 0.3
C/C=C\C(=O)Nc1cccc(C2=NOC3(C2)C[C@@H](C(N)=O)N(C(=O)c2ccccc2)C3)c1 (stereo partly drawn) | 8.2 | -5.1 | 0.9
CCN(CC)S(=O)(=O)c1cccc(NC(=O)CC2CCCC2)c1 | 19.9 | -24.7 | -2.8
O=Cc1c(NCc2ccc(F)cc2)c2ccccc2[nH]c1=O | 8.3 | -18.9 | -1.3
C[C@H]1[C@H](NC(=O)C(=NOC(C)(C)C(=O)O)c2csc(N)n2)C(=O)N1S(=O)(=O)O | 21.9 | -6.4 | -0.2
Cc1ccccc1C(=O)NC(=S)NCCc1ccccc1 | 34.9 | -1.9 | -1.5
CC(=O)Nc1ccc(S(=O)(=O)Nc2ccccc2C(=O)N2CCCCC2)cc1 | 4.0 | -7.7 | -0.3
Cc1ccc2c(c1)N(CCC(=O)NCc1cccs1)C(=O)C(C)O2 (stereo not drawn) | 4.0 | 1.8 | 0.0
COc1ccc2nc(NC(=O)c3ccoc3C)sc2c1 | 25.8 | -2.4 | 4.6
CCN(CC)S(=O)(=O)c1ccc(C(=O)NC2=NCCS2)cc1 | -4.2 | -9.2 | -1.5
CN1CCC(=NNC(=O)C(=O)NC(C)(C)C)CC1 | 11.4 | 2.0 | -4.1
CCOC(=O)CCCNC(=O)CN1C(=O)NC(c2ccccc2)(c2ccccc2)C1=O | 15.0 | -11.5 | -0.8
CC(C)(C)OC(=O)N1CCN(C(=O)Cn2cc(CCO)nn2)CC1 | 2.7 | -1.5 | 0.7
Cc1ccccc1N1CCN(S(=O)(=O)N(C)C)CC1 | 15.7 | -14.2 | -0.3
C=CCn1c(SCC(=O)c2ccc(CNC(C)=O)o2)nc2scc(C3CC3)c2c1=O | 6.6 | -23.7 | -0.1
CSCC[C@H](NC(=O)N1C[C@H]2C[C@@H](C1)c1cccc(=O)n1C2)C(=O)Nc1ccc(NC(C)=O)cc1 | 20.1 | -20.6 | 1.3
Cc1ccc(-c2nc3cnccn3c2Nc2ccc3c(c2)OCCO3)o1 | 7.6 | -12.5 | 0.9
CC(=O)N1CCc2cc(S(=O)(=O)NC(C(=O)NCc3ccccc3)C(C)C)ccc21 (stereo not drawn) | 10.9 | -28.9 | 0.0
CCc1cc(/C(Cc2csc(C)n2)=N/O)c(O)cc1O | 20.4 | -10.0 | 2.1
Cc1cc(C)c(OCC(=O)Nc2nnc(-c3ccco3)o2)c(C)c1 | 17.5 | -11.4 | -2.5
O=c1c2ccccc2nc2n1C(CSc1ccccc1)CS2 (stereo not drawn) | 2.2 | -6.0 | 0.0
O=C(CCNC(=O)N1CCn2c1nc1ccccc12)NCc1ccc(Cl)cc1 | 2.0 | -16.9 | 0.7
Cc1ccccc1OCCNC(=O)CNC(=O)c1ccccc1O | 12.8 | -15.4 | -0.7
O=C(NCc1ccc2c(c1)OCO2)C(c1ccco1)N(C(=O)c1csnn1)c1ccccc1 (stereo not drawn) | 14.0 | -13.8 | 0.0
COc1ccccc1Cn1c(=O)[nH]c2cccnc21 | 17.6 | -8.9 | -0.9
CC(C)(C)n1nc2c(c1NC(=O)c1cc3ccccc3o1)CS(=O)(=O)C2 | 17.2 | -16.6 | -1.6
N#Cc1c(C(F)(F)F)cc(-c2ccccc2)nc1SCc1nc(N)nc(N2CCOCC2)n1 | 24.0 | 15.1 | -2.1

(next part)
SMILES | OX1R antag-1 | OX1R antag-2 | STK33 inh
CCOC(=O)N1CCN(c2c(NCCCN(CC)CC)c(=O)c2=O)CC1 | 14.1 | -18.1 | -0.4
Cc1cc(C)c(C)c(S(=O)(=O)N2CCC(C(=O)N3CCCC3)CC2)c1C | 6.2 | -36.6 | -0.4
Cc1cccc(OCC(=O)Nc2cccc3nsnc23)c1 | 25.2 | -24.4 | -0.6
COc1cccc([C@@H]2CC=C(C(=O)O)[C@H](c3ccc(Br)cc3)N2S(=O)(=O)c2ccc(C)cc2)c1 | 24.2 | -7.1 | /
COc1ccc(N2CC(C(=O)NC3CCSC3=O)CC2=O)cc1 (stereo not drawn) | 11.9 | -7.1 | -0.2
NC(=O)CCn1nc(-c2ccccc2)c2ccccc2c1=O | 0.1 | -1.8 | 0.1
CC(C)OCCCNC(=O)CN1C(=O)/C(=C/c2ccccc2)Sc2ccccc21 | 69.4* | 19.2 | -1.2
COc1cc(C)c(NC(=O)C(=S)NCCc2ccccc2)cc1C | 13.0 | -13.6 | -1.6
CC(C)(C)c1ccc(OC(=O)c2cccnc2)cc1 | 7.2 | -2.3 | -0.5
C=CCn1c(Cc2cccs2)nnc1SCC(=O)NCc1ccco1 | 13.9 | -15.4 | 0.1
N#CCCN1CCN(CCC#N)CC1 | 10.8 | 22.4 | -1.1
O=[N+]([O-])c1ccccc1Nc1nc(-c2cccnc2)cs1 | 60.4* | 0.1 | -15.3
COc1cc(C)c(C)cc1S(=O)(=O)N1CCCc2ccccc21 | 6.8 | -28.6 | 1.3
Cc1cc(/C=N/NC(N)=O)c(C)n1-c1ccc(F)cc1 | 17.0 | -6.8 | -0.6
CS(=O)(=O)N1CCc2cc(C(=O)OCC(=O)c3ccccc3)ccc21 | 7.6 | -20.2 | -0.2
O=C(NCCc1ccccc1)[C@@H]1CC=C[C@@H]2CCN(Cc3ccccc3)C(=O)[C@@H]21 | 78.7* | 13.3 | -0.5
Cc1cccc(N2C(=O)C(O)=C(C(=O)c3cccs3)C2c2ccc(C(C)C)cc2)n1 (stereo not drawn) | 1.2 | -34.5 | -1.6
CC(=O)N(C)c1ccc(NC(=O)/C=C/c2ccccc2Cl)cc1 | 26.8 | -11.6 | -0.4
COC(=O)c1ccc(CSc2nnc(CS(=O)Cc3ccc(Br)cc3)n2-c2ccccc2)cc1 (stereo not drawn) | 18.0 | -20.9 | -1.2
CSc1nc(-c2ccc(N(C)C)cc2)c(C#N)c(=O)n1C | 32.0 | -10.6 | 0.4
CN1CCN(S(=O)(=O)Cc2ccc(Cl)cc2)CC1 | 10.4 | -31.9 | -0.7
O=c1cc(N2CCc3ccccc32)[nH]c(=O)n1-c1ccc(Cl)cc1 | 12.4 | -14.1 | -1.1
CC(C)[C@H](Nc1ccc(S(=O)(=O)N2CCOCC2)cc1[N+](=O)[O-])C(=O)OCC(=O)N(C(C)C)C(C)C | 19.6 | -23.6 | 0.4
Cc1cccc(NC(=O)C2CCN(C(=O)NC3CCCCC3)CC2)c1 | 4.0 | -14.6 | 0.7
COc1ccc(CNC(=O)CS(=O)Cc2nc(-c3ccc(OC)c(OC)c3)oc2C)cc1 (stereo not drawn) | 19.9 | -38.5 | -0.7

Further results follow.
SMILES | OX1R antag-1 | OX1R antag-2 | STK33 inh
CC1=NN(C(=O)c2ccccc2)C(O)(c2ccc(Br)cc2)C1 (stereo not drawn) | 1.6 | -24.1 | -1.2
COc1ccc(C(c2c(C)[nH][nH]c2=O)c2c(C)[nH][nH]c2=O)cc1Br | 14.8 | 3.0 | 1.2
CCC(=O)Nc1ccc(Nc2nc(Cl)nc(Nc3ccc(NC(=O)CC)cc3)n2)cc1 | 7.2 | -14.6 | -0.8
COc1cc(NC(=S)N2CCN(C(c3ccccc3)c3ccccc3)CC2)cc(OC)c1 | 15.3 | -3.1 | -0.7
O=c1nc(SCc2ccccc2Cl)nc(-c2ccc(Cl)cc2)[nH]1 | 4.8 | 3.0 | -14.0
O=C(O)/C=C/C(=O)N1CCN(c2ccc(F)cc2)CC1 | 8.6 | -11.2 | 0.4
COc1ccc(C(=O)NCCCc2nc3ccccc3n2Cc2cc(C)ccc2C)cc1OC | 6.3 | -39.2 | -0.2
NC(=O)COc1ccc(/C=C2\C(=O)ON=C2c2ccccc2)cc1 | 6.9 | 1.1 | 0.1
COc1ccc(NS(=O)(=O)c2ccc(O)c(C(=O)OCC(=O)NC(C)C3CC4CCC3C4)c2)cc1 (stereo not drawn) | -1.7 | -23.7 | -0.5
O=C(CN1CCN(S(=O)(=O)c2ccc(F)cc2)CC1)Nc1ccc2c(c1)OCCO2 | 20.8 | -5.1 | -0.8
CCC(C(=O)c1ccccc1)N(C(=O)c1ccccc1Cl)N1C(=O)C2C3C=CC(C3)C2C1=O (stereo not drawn) | 26.9 | -22.9 | -0.7
COc1ccc(C2(C)NC(=O)N(CC(=O)NCc3ccccc3)C2=O)cc1OC (stereo not drawn) | 17.6 | -6.7 | -1.0
